Assay outcomes as filed in PubChem BioAssay.
TRHR agonist – qHTS for Small Molecule Agonists and Allosteric Enhancers of Human TRH Receptor: Primary Screen for Agonists | Thyrotropin-releasing hormone receptor (Homo sapiens), P34981 | TRHR cells, calcium flux fluo-8, FDSS agonist mode | activation, % at 2 µM | actives 0.18% (n = 360,000) | AID 493084, 2011; also: 0% is about no effect
Target sequence (P34981 whole entry, looked up): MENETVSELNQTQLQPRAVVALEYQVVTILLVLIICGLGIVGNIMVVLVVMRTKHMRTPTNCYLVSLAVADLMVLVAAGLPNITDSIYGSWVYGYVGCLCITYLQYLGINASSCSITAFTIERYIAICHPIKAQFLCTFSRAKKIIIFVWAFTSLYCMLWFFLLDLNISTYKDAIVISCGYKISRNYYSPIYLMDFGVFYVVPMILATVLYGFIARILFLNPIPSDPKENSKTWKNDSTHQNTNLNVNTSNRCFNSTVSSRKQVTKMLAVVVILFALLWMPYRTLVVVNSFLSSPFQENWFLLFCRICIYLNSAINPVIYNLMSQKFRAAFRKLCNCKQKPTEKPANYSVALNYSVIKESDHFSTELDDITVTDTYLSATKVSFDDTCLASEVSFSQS
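TRHR-expressing cells, plated overnight in medium with 10% serum, were loaded with fluo-8 calcium dye at room temperature. After a 10 s baseline, library compound was pin-added and calcium release was recorded kinetically (ex 480/em 530) as agonist response.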
D1 antagonist – Antagonist of Human D 1 Dopamine Receptor: qHTS; AID 504652, 2011; activity change, negative = inhibition, % at 10 µM; actives 3.2% (n = 360,000); HEK293 TREx D1 cells, calcium flux, dopamine EC80; hits give low values; D(1A) dopamine receptor (Homo sapiens), P21728; in the data active = activity change below about -30%; also: % is scaled to controls: 0 for no effect and ±100 for the full control effect
Target sequence (P21728 whole entry, looked up): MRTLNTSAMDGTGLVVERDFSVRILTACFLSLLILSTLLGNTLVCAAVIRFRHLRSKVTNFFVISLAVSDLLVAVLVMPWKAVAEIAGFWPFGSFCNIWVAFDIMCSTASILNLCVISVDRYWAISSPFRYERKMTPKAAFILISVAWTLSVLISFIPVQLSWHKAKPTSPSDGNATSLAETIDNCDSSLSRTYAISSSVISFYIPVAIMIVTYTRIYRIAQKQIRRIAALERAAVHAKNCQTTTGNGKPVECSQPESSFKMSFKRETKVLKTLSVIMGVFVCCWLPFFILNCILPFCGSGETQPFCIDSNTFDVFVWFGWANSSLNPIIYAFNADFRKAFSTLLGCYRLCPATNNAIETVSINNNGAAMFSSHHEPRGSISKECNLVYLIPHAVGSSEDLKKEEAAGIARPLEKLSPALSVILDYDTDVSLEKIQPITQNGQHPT
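Allosteric or orthosteric antagonism assessed as attenuation of the calcium response to EC80 dopamine, added 180 s after compound, in induced HEK293 Trex D1 cells loaded with no-wash calcium dye.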
D2 antagonist – HTS Assay for Allosteric Antagonists of the Human D2 Dopamine Receptor: Primary Screen for Antagonists | inhibition, % at 10 µM | HEK293 TREx D2 cells, calcium flux, dopamine EC80 | AID 485344, 2010 | actives 2% (n = 340,000) | D(2) dopamine receptor (Homo sapiens), P14416; in the data active = inhibition above about 30%; also: 0% is about no effect
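Tetracycline-induced HEK293 TREx cells expressing D2 receptor forced-coupled to calcium signalling, loaded with no-wash calcium dye. Compounds added and calcium flux read 180 s, then dopamine added at EC80 and read a further 180 s.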
D1 PAM – Potentiators of Human D1 Dopamine Receptor: qHTS | HEK293 TREx D1 cells, calcium flux, dopamine EC20 potentiation | potentiation, % at 10 µM | actives 0.036% (n = 360,000) | AID 504651, 2011; in the data active = potentiation above about 30%; also: 0% is about no effect
TRHR PAM – qHTS for Small Molecule Agonists and Allosteric Enhancers of Human TRH Receptor: Primary Screen for Enhancers. Thyrotropin-releasing hormone receptor (Homo sapiens), P34981. TRHR cells, fluo-8 calcium fluorescence, EC20 TRH enhancement. enhancement, % at 2 µM. actives 0.66% (n = 360,000). AID 493056, 2011; in the data active = enhancement above about 30%; also: 0% is about no effect
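TRHR-expressing cells loaded with fluo-8 calcium dye were read kinetically (ex 480/em 530) during compound addition, then stimulated with an EC20 of TRH (10 nM final). Enhancement of the Gq-mediated intracellular calcium response was scored.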
D1 ag – Allosteric Agonists of the Human D1 Dopamine Receptor: qHTS. HEK293 T-REx D1 cells, calcium flux, agonist mode. activation, % at 2 µM. D(1A) dopamine receptor (Homo sapiens), P21728. AID 504660, 2011. actives 1% (n = 360,000); also: 0% is about no effect
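Tetracycline-induced HEK293 TREx D1 cells, force-coupled to calcium signalling, were dye-loaded with a no-wash calcium kit. Compound was pin-added after a 10 s baseline. Fluorescence was read kinetically at 1 cycle/s for 180 s, with calcium rises flagged as agonism.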
D2 ag – HTS Assay for Allosteric Agonists of the Human D2 Dopamine Receptor: Primary Screen for Agonists; D(2) dopamine receptor (Homo sapiens), P14416; actives 0.53% (n = 340,000); activation, % at 2 µM; AID 485358, 2010; HEK293 T-REx D2 cells, calcium flux agonist mode;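 active = activation over 3 SD above normal in the single-dose calcium agonist read, cut at about 30% in these data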; also: 0% is about no effect
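Tetracycline-induced HEK293 T-REx cells with force-coupled D2 receptor, plated overnight at 30 C, loaded with no-wash calcium dye. After a 10 s baseline, compound was pin-added and calcium flux read kinetically for 180 s; calcium rises flagged agonists.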
RXFP1 antagonist – qHTS Assay for Antagonists of the Relaxin Receptor RXFP1; Relaxin receptor 1 (Homo sapiens), Q9HBX9; HEK293-RXFP1, relaxin-stimulated cAMP HTRF, 30 min; hits give low values; activity change, negative = inhibition, % at 57.5 µM; actives 0.59% (n = 350,000); AID 1259400, 2018;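 active = activity change of -60% or lower, but not beyond a set lower limit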; also: % is scaled to controls: 0 for no effect and ±100 for the full control effect
D2 potentiator – HTS Assay for Positive Allosteric Modulators of the Human D2 Dopamine Receptor: Primary Screen for Potentiators; AID 485347, 2010; potentiation, % at 10 µM; D(2) dopamine receptor (Homo sapiens), P14416; HEK293 T-REx D2, calcium flux, EC20 dopamine potentiation; actives 0.34% (n = 340,000);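 active = potentiation over 3 SD above the plate norm, cut at about 30% in these data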; also: 0% is about no effect
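Tetracycline-induced HEK293 T-REx cells force-coupled to calcium signalling expressed D2; compounds were pin-added after a 10 s baseline, read kinetically 180 s, then an EC20 dopamine challenge followed with a further 180 s calcium read.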
Starred values were filed as active, the others as inactive; nt = no result given. Rule as the data show it, unless noted: active = activation above about 30%; inactive = the rest.

SMILES	TRHR agonist	D1 antagonist	D2 antagonist	D1 PAM	TRHR PAM	D1 ag	D2 ag	RXFP1 antagonist	D2 potentiator
CC(C)(C)OC(=O)N[C@H](C(=O)OC(C)(C)C)c1ccc(C(F)(F)F)cc1	1.0	nt	nt	9.8	-4.7	1.7	nt	nt	5.1
CC(=O)c1c(N2CCN(CCO)CC2)nc(=S)n(-c2ccccc2)c1C	0.8	-5.4	23.3	-4.0	0.3	-1.0	-0.9	-8.7	-0.2
CC(/C=C/c1ccc(C)o1)=C\C(=O)O	-3.0	3.7	-19.5	-1.1	9.7	2.4	-0.7	nt	8.7
Cc1ccnc(Sc2ncccc2[N+](=O)[O-])n1	-0.1	-3.3	-41.6	-2.6	3.6	-1.8	-0.2	6.0	14.1
O=C(CSCCS(=O)(=O)c1ccc(Cl)cc1)Nc1ccccc1	0.1	-12.9	-5.8	-0.9	-1.9	1.3	-0.5	2.9	4.8
CCNC(=O)n1nccc1C(C)Oc1cccc(C(F)(F)F)c1 (configuration not stated)	-0.2	-14.1	nt	1.1	-4.6	6.8	nt	-17.8	nt
CCCCOC(=O)c1ccc(NC(=O)Cn2nnc3sc4c(c3c2=O)CCCC4)cc1	1.1	4.4	nt	0.4	-0.7	-0.3	0.4	-6.3	-8.3
CCN(c1cccc(C)c1)S(=O)(=O)c1ccc(-c2cc(C)no2)s1	1.0	-24.8	16.5	-3.4	-0.9	17.4	-0.3	-30.1	-4.5
CCC(C)NC(=O)C(=O)Nc1c2c(nn1-c1ccccc1)CS(=O)(=O)C2 (configuration not stated)	-0.6	nt	nt	-1.6	10.6	-3.5	nt	1.0	10.9
O=S(=O)(Nc1ccccc1)c1ccc(Oc2ncc(C(F)(F)F)cc2Cl)cc1	2.7	-3.3	4.3	-1.7	1.9	31.6*	2.6	-13.4	3.6
Cn1c(SCC(=O)c2ccccc2)ncc(C(=O)Nc2ccccc2)c1=O	1.5	-0.4	1.0	-0.8	-6.1	6.1	0.6	-5.8	5.0
COc1ccc(C(=O)NCc2ccc(N3CCN(C(=O)OC(C)(C)C)CC3)cc2)cc1	0.4	-4.3	1.3	-2.6	-4.9	4.6	0.0	-1.7	-3.1
CCSc1ncc(Cl)c(C(=O)Nc2sc3c(c2C(=O)NCc2cccnc2)CCCC3)n1	-0.1	-2.1	9.8	-2.5	-2.4	1.3	2.0	18.8	12.6
CCOC(=O)c1c(C(C)(C)C)oc2ccc(O)cc12	-1.0	-1.5	-7.4	3.0	-4.6	88.2*	-0.2	-17.6	18.2
Cc1oc(-c2ccc(Cl)cc2)nc1CS(=O)CC(=O)NCCN1CCCCCC1 (configuration not stated)	0.4	15.9	-5.9	-4.3	3.7	2.0	-3.1	1.9	-4.3
COc1ccc(/C=C(/NC(=O)c2cccs2)C(=O)NCc2ccco2)cc1OC	-1.1	-25.4	7.4	-6.8	7.6	3.0	0.7	-8.4	15.2
CC(C)/C=C/C(=O)N1CCCC(N2CCN(c3ccccc3F)CC2)C1 (configuration not stated)	-0.6	-45.9*	1.8	-4.7	-4.6	1.2	-0.8	-1.1	-1.8
COc1ccc(NC(=O)c2cc3nc(-c4ccccc4)cc(C)n3n2)cc1OC	-1.2	7.6	6.2	-2.4	0.3	-0.8	-0.4	1.6	1.4
O=C(COC(=O)c1ccc(O)cc1)NCCc1c[nH]c2ccccc12	0.2	-7.5	-10.1	nt	4.1	11.1	-1.0	5.9	5.3
CN(C)c1nc(OCC(=O)NC(C)(C)C)nc(N(C)C)n1	0.7	-19.8	nt	-10.6	5.5	1.5	nt	-4.6	nt
CCS(=O)(=O)c1nc(S(=O)(=O)c2ccc(C)cc2)c(N2CCC3(CC2)OCCO3)s1	-0.5	17.1	-3.2	-2.5	-5.0	5.9	2.5	23.6	12.7
O=C(c1sc2ccccc2c1Cl)N1CCN(c2ccccc2F)CC1	0.3	10.7	6.7	13.1	-5.8	3.5	0.3	10.5	-7.2
CCOC(=O)c1c(C)n(C)c2ccc(OCC(O)CN3CCCCCC3)cc12 (configuration not stated)	-0.8	6.3	27.5	nt	-3.9	1.0	-0.5	nt	-19.8
NC(=O)c1cc(S(=O)(=O)NCCc2ccc(Cl)cc2)cs1	0.1	-5.9	22.1	3.2	-2.6	0.3	-0.4	-1.3	1.6
COc1ccc(Br)cc1CN1CCN(C(=O)c2cccc(OC)c2OC)CC1	0.1	7.3	-19.0	-4.5	-1.2	1.4	-0.6	7.4	-9.7

(further entries)
SMILES	TRHR agonist	D1 antagonist	D2 antagonist	D1 PAM	TRHR PAM	D1 ag	D2 ag	RXFP1 antagonist	D2 potentiator
CC(=O)c1c(C)[nH]c(C(=O)CN2C(=O)NC(C)(c3ccc4c(c3)OCO4)C2=O)c1C (configuration not stated)	1.4	-28.9	-5.0	-2.4	-4.0	9.4	3.6	-9.7	4.1
CCOC(=O)C1=C(C)NC(=O)NC1/C=C/c1ccccc1OC (configuration not stated)	-0.3	-2.2	-2.5	2.7	2.8	0.8	-0.4	12.7	-1.1
COc1ccc(C(=O)NCc2ccc3c(c2)cc(C)n3C)cc1	-1.4	8.9	11.8	-1.9	-4.7	0.8	0.4	-5.2	7.0
COC(=O)c1ccc(NC(=O)C2CCCN2S(=O)(=O)c2ccc(C)cc2)cc1 (configuration not stated)	-1.0	4.8	0.1	-3.2	-0.9	2.5	-2.5	nt	-22.0
CC1CC(C)CN(C(=O)CSc2nnc(-c3ccc(Cl)s3)o2)C1 (configuration not stated)	0.2	0.8	0.1	3.2	3.9	1.9	-0.3	-26.2	-4.9
CCOc1ccc(S(=O)(=O)N2CCCC(C(=O)NCC3CCCO3)C2)cc1 (configuration not stated)	-0.5	3.8	-5.2	-9.2	-2.0	1.9	-0.4	-5.2	-5.0
C=CCOC(=O)C1C(=O)CC(C)(O)C(C(=O)OCC=C)C1c1ccc(OC)cc1 (configuration not stated)	0.7	-4.7	nt	1.6	3.2	0.2	nt	6.7	nt
COc1ccccc1C1OC2=C(Nc3ccc([N+](=O)[O-])cc3N2)C1=O (configuration not stated)	-1.8	4.9	-1.5	-7.1	5.0	8.0	-1.3	9.9	13.8
CC(=O)Nc1cc(NC(C)=O)c(CC(C)C)s1	0.2	4.1	28.3	3.9	-2.1	0.1	0.6	6.5	-5.7
COc1ccc(-n2c(SCC(=O)Nc3ccc(Cl)cc3)nc(O)c(Cc3ccccc3)c2=O)cc1	-0.2	-3.3	-7.1	-0.5	-2.3	8.0	-0.3	0.2	0.2
COc1ccc(C(=O)Nc2ccc(S(=O)(=O)Nc3nccc(C)n3)cc2)cc1[N+](=O)[O-]	0.5	5.3	0.4	1.5	-8.6	1.8	1.7	0.8	-1.0
COc1ccc(NC(=O)N2c3ccccc3C(C)=CC2(C)C)cc1	0.6	11.4	2.0	-3.7	-1.2	0.9	3.8	0.4	-9.7
CCCCN(CCCC)C1=C(C(=O)c2ccccc2)N(C)S(=O)(=O)c2ccccc21	-0.3	1.0	nt	0.3	6.0	-0.7	-1.1	nt	8.8
COc1cc(OC)c(OC)cc1/C=C1\CCC(C2CCCC2)C1=O (configuration not stated)	0.2	-7.4	-1.6	-1.8	2.3	-3.1	0.3	-3.3	10.4
CCOC(=O)CN1C(=N)N(c2nc(NC(C)C)nc(OC)n2)CC1=O	0.7	0.4	-6.7	-2.4	6.5	0.1	0.9	3.2	-0.5
COc1ccc(C(C(=O)NC2CCCCC2)N(C(=O)CCl)c2cccc(Cl)c2)cc1 (configuration not stated)	3.2	-3.4	-1.8	-2.4	-16.1	3.2	2.7	-9.4	-5.6
Cc1ccc(S(=O)(=O)NCC(=O)N2CCOCCOCCOCC2)cc1	1.3	-0.1	27.7	-14.3	-5.3	1.0	0.6	-9.5	-7.1
O=C(NCc1ccccc1)C(c1ccc(O)cc1)N(C(=O)Cn1nnc(-c2cccs2)n1)c1ccc2c(c1)OCCO2 (configuration not stated)	1.7	1.1	-29.2	-5.1	11.6	0.0	0.6	-12.3	6.0
Cc1cc(N)n2ncc(-c3ccc(Cl)cc3)c2n1	0.0	-7.2	-5.8	-4.2	13.4	0.7	0.1	-5.3	-2.1
CCOc1ccc(NC(=O)NCc2ccc3c(c2)CCN3C(C)=O)cc1	-0.5	-6.4	nt	-0.6	3.1	-0.7	0.7	nt	1.5
Nc1ncnc2c1C1(CCCCC1)Cc1ccccc1-2	0.5	7.3	9.7	-0.3	-6.2	3.4	0.3	-0.2	-4.4
CCCN(C(=O)Cn1ncc2c([nH]c3ccccc32)c1=O)c1ccccc1C	0.6	8.3	2.6	12.2	-5.1	5.4	0.6	15.4	0.8
CC(C)CCNC(=S)Nc1ccccn1	0.3	31.7	0.9	-4.3	16.1	0.0	1.6	16.9	1.5
Cn1ccc2c(OCC(=O)Nc3ccc(OC(F)(F)F)cc3)cccc2c1=O	-0.3	nt	nt	-2.5	0.9	-1.8	0.4	-1.7	14.0
COc1ccc(S(=O)(=O)N2CCCCC2)cc1NC(=O)CNc1ccccc1C(C)=O	-0.7	6.6	1.1	-6.3	-5.6	0.9	-0.3	1.8	-2.5
CNC(=O)C(=O)N/N=C/c1cccnc1	-0.2	-9.9	0.1	2.2	7.5	5.1	-2.4	-5.4	3.2
COc1ccc(S(=O)(=O)NNC(=S)NCCc2ccccc2)c(OC)c1	-0.1	-22.7	-8.0	2.2	-3.8	3.3	-1.3	-8.2	-1.2

Shown as a hit in D1 antagonist, of those listed so far:
SMILES	TRHR agonist	D1 antagonist	D2 antagonist	D1 PAM	TRHR PAM	D1 ag	RXFP1 antagonist	D2 potentiator
CC(C)/C=C/C(=O)N1CCCC(N2CCN(c3ccccc3F)CC2)C1 (configuration not stated)	-0.6	-45.9*	1.8	-4.7	-4.6	1.2	-1.1	-1.8

Part of the list above in order of molar mass, highest first.
SMILES	TRHR agonist	D1 antagonist	D2 antagonist	D1 PAM	TRHR PAM	D1 ag	D2 ag	RXFP1 antagonist	D2 potentiator
COc1ccc(C(=O)Nc2ccc(S(=O)(=O)Nc3nccc(C)n3)cc2)cc1[N+](=O)[O-]	0.5	5.3	0.4	1.5	-8.6	1.8	1.7	0.8	-1.0
CC1CC(C)CN(C(=O)CSc2nnc(-c3ccc(Cl)s3)o2)C1 (configuration not stated)	0.2	0.8	0.1	3.2	3.9	1.9	-0.3	-26.2	-4.9
CCOc1ccc(NC(=O)NCc2ccc3c(c2)CCN3C(C)=O)cc1	-0.5	-6.4	nt	-0.6	3.1	-0.7	0.7	nt	1.5
CCOC(=O)c1c(C(C)(C)C)oc2ccc(O)cc12	-1.0	-1.5	-7.4	3.0	-4.6	88.2*	-0.2	-17.6	18.2
